Bioassay records deposited in PubChem BioAssay by several laboratories.
HSP90 inh: HSP90 inhibitors, primary screen, cell lysate, luminescence. inhibition, % at 5.6 µM. Heat shock protein HSP 90 (rabbit reticulocyte lysate; luciferase refolding). Rabbit reticulocyte lysate, luciferase refolding luminescence, 3 h. 0.91% of 290,000 active;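 active = inhibition above the screen-wide mean plus 3 SD, computed separately per campaign, cut at about 16% in these data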;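 also: 0% = DMSO wells and 100% = 60 µM geldanamycin wells; inhibitors lower the luminescence because luciferase stays unfolded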
HSF1 inhib: HSF1 inhibitors in luciferase reporter cells, primary screen, cell-based, NIH3T3, luminescence; 0.77% of 300,000 active; NIH3T3-HGL HSE-luciferase, MG132-induced, luminescence 8 h; hits give low values; AID 2098, 2009; activity change, negative = inhibition, % at 7.5 µM (by protocol);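 active = more than half of replicate wells show activity change below -50%, luminescence cut by over half; inconclusive = some wells, but at most half, below -50%; inactive = no replicate well below -50%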;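 also: luciferase reports HSF-1 transcriptional activity via heat shock element; 0% = median of DMSO wells and -100% = zero luminescence signal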
KLF5 inh: KLF5 expression inhibitors, primary screen, DLD-1 cells, luminescence | DLD-1 KLF5 promoter-luciferase reporter | inhibition, % at 5 µM | 0.23% of 290,000 active | AID 1700, 2009;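 active = inhibition above a per-plate limit of that plate's mean compound inhibition plus 3 SD, cut at about 60% in these data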;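 also: 0% = DMSO wells and 100% = LY294002 at 200 µM; higher means less KLF5 promoter-driven luciferase light; inactives centre near -14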
GSK3A inh: blockers of GSK3A enzyme activity – biochemical, luminescence, cell-free homogeneous, HTS, primary screen. Glycogen synthase kinase-3 alpha (Homo sapiens), P49840. GSK-3 alpha kinase, ADP-Glo luminescence, 60 min. inhibition, % at 10 µM. 0.1% of 320,000 active;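 in the data active = inhibition above about 50%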;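 also: GST-tagged GSK-3 alpha with peptide substrate and 25 µM ATP; 0% = DMSO neutral wells and 100% = GW8510 positive control wells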
Target sequence (P49840 whole entry, looked up): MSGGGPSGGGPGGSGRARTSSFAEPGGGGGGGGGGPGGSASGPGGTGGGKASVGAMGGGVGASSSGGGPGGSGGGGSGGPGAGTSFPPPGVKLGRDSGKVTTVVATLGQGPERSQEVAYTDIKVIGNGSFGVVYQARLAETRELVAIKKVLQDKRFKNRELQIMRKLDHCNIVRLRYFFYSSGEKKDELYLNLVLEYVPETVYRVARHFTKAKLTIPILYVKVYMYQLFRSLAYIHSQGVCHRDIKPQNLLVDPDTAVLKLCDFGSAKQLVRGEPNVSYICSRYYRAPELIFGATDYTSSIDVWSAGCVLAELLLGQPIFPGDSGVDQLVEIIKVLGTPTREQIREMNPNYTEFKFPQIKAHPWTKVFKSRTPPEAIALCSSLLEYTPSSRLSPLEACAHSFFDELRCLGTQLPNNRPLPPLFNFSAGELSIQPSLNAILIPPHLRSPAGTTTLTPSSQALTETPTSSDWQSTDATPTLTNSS
AI-2 QS mod: Vibrio harveyi AI-2 quorum sensing modulators, primary screen, JMH597 strain, luminescence/OD600 ratio; Vibrio harveyi JMH597 AI-2 luminescence/OD600 ratio, 9 h; hits give low values; strain lacks LuxN and CqsS sensors; 0 = neutral-control median; activity change, % at 7.5 µM; 0.4% of 300,000 active; in the data active = activity change below about -75%, passing the limit was not always enough; inconclusive = no clear call, values can overlap the other calls;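 also: luminescence divided by OD600 gain over 9 h not by final OD600 alone; inactives centre near 13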
aSyn 5UTR inh: MLPCN primary screen, SNCA 5' untranslated region; AID 1813, 2009; inhibition, % (tested at 7.5 µM); 0.82% of 300,000 active; alpha-synuclein 5'UTR reporter, inhibitor activity; in the data active = inhibition above about 60%; inconclusive = no clear call, values can overlap the other calls;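 also: H4 neuroglioblastoma cells stably carrying SNCA 5'UTR luciferase fusion; 0% = DMSO wells and 100% = positive control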
HIF activator: HIF pathway transcriptional activators, primary screen, cell-based, U2OS HRE-luciferase, luminescence; U2OS HRE-luciferase reporter; normalized: DMSO 0%, desferrioxamine 100%; activation, % at 7.5 µM (by protocol); 0.32% of 300,000 active; AID 1910, 2009;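 active = mean activation of at least 10% of the iron chelator positive control signal, with at least half of replicates also reaching 10%; inconclusive = mean and replicate majority disagree about reaching 10%; inactive = mean and most replicates under 10%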
HSF-1 act: HSF-1 activators, primary screen, NIH3T3-HGL cells, MG132 stress, luminescence, single point; NIH3T3-HGL HSF-1 luciferase reporter, 8 h; 100% = twice DMSO control signal; activation, % at 9 µM; 1.7% of 300,000 active;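 active = mean replicate activation of at least 50% with a set share of replicates each reaching 50%; inconclusive = only one of those two conditions met; inactive = mean below 50% and too few replicates reaching it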;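 also: 0% = median of the neutral control wells and 100% = twice that signal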
GSK3B inh: human GSK3beta kinase inhibitors, primary screen, biochemical, cell-free homogeneous, HTS; GST-GSK3beta kinase, ADP-Glo luminescence, 60 min; hits give low values; AID 2097, 2009; activity score (negative = inhibition), % at 10 µM; 0.038% of 300,000 active; Glycogen synthase kinase-3 beta (Homo sapiens), P49841;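 active = more than half of replicate wells score below -50%, meaning over 50% inhibition versus plate controls; inconclusive = some replicates but at most half score below -50%; inactive = no replicate scores below -50%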;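 also: 0% = median DMSO wells and -100% = median GW8510 positive control wells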
Target sequence (P49841 whole entry, looked up): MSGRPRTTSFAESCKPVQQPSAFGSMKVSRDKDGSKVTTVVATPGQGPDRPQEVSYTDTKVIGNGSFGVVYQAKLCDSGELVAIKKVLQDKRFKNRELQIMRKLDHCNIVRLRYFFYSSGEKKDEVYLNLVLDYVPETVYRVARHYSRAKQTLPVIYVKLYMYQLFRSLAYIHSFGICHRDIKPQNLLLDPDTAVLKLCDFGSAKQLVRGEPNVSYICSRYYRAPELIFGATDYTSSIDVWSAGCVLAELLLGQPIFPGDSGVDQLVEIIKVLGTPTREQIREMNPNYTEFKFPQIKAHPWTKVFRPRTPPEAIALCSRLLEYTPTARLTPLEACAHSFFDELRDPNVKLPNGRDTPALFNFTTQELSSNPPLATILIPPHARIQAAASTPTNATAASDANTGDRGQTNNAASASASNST
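Test system: GST-fused GSK3beta enzyme, cell-free | Quantity: 1.6 ng GST-GSK3beta enzyme per well | Reagent: 25 µM ATP with peptide substrate | Schedule: 60 min enzyme reaction, room temperature | Signal: Luminescent ADP-Glo measurement of ADP formed | Read-out basis: Score relative to plate controls | Control set: DMSO and 20 µM GW8510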
IEC-6 cytotox: cytotoxicity in IEC-6 intestinal epithelial cells, primary screen, cytotoxicity control for KLF5 inhibitor project, cell-based, luminescence. inhibition, % at 5 µM. IEC-6 cytotoxicity, luminescence viability. 0.78% of 290,000 active; in the data active = inhibition above about 22%;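 also: 0% = plate median of test compound wells and 100% = cytotoxic reference compound wells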
Active calls of the source: *; ? = inconclusive; nt = not tested or not shown; & = joins results of further samples.

SMILES,HSP90 inh,HSF1 inhib,KLF5 inh,GSK3A inh,AI-2 QS mod,aSyn 5UTR inh,HIF activator,HSF-1 act,GSK3B inh,IEC-6 cytotox
Cc1sc2ncnc(SCC(=O)c3ccc4c(c3)OCCO4)c2c1-c1ccccc1,-2,1,-1,0,17,-4,0.3,4,3,0
COc1cc(NC(=O)COC(=O)Cc2ccc(-c3ccccc3)cc2)cc(OC)c1,-1,10,-40,-1,36,18,0.1,4,2,-1
Cc1nn(C)c(C(=O)NC(=S)Nc2ccc([N+](=O)[O-])cc2)c1Cl,4,-3,-19,nt,15,-17,1.2,-8,-3,4
Cc1nn(-c2ccccc2)c2[nH]c(=O)cc(C(F)(F)F)c12,2,2,-4,-3,26,-4,0.0,5,2,3
O=C(c1cn(-c2ccccc2)nc1-c1cccnc1)N1CCCC(C(F)(F)F)C1 (stereo not drawn),nt,0,nt,-1,8,4,-0.2,2,-5,nt
COc1ccc(NC(=O)CCN2C(=O)c3ccccc3C2=O)cc1,2,-8,-9,-1,27,-4,0.7,-3,-1,2
O=C(NCc1nnc2c(C(F)(F)F)cc(Cl)cn12)c1cccs1,1,-7,-21,17,24,-13,0.2,-31,1,-7
COC(=O)CCC(=O)OC1(C)C(=O)C=C2C=C(C3CC3)N(CC3CC3)C=C2C1=O (stereo not drawn),nt,-7,nt,-2,21,14,-0.2,4,2,nt
CCC(=O)c1ccc(OCC(=O)OCC(=O)NC2CCCCCCC2)cc1,1,-3,-38,0,29,-4,-0.7,0,1,2
CCOc1ccccc1/C=C/c1onc(C)c1S(=O)(=O)N1CCC(C(=O)N2CCCCCC2)CC1,0,14,-45,-1,17,26,0.0,30,0,-1
CCOC(=O)c1ccc(N2C(=O)CC(N3CCC(C(N)=O)(N4CCCCC4)CC3)C2=O)cc1 (stereo not drawn),4,nt,-48,0,nt,nt,nt,nt,nt,2
Cc1cccc(Cn2cnc3c(nnn3Cc3ccc(Cl)cc3)c2=O)c1,4,9,-4,-3,51,-17,-0.7,3,-2,1
CCOC(=O)C1(Cc2cccc(OC)c2)CCN(Cc2ccc(OC)c(O)c2)CC1,0,-12,-1,0,17,-33,-0.1,-25,2,-2
COc1ccccc1C(=O)NCC(=O)OCC(=O)c1ccc(Cl)s1,nt,0,nt,2,21,7,0.9,2,0,nt
O=C(O)c1cccc(S(=O)(=O)Nc2ccccc2C(=O)NCCc2ccccc2)c1,-3,0,-40,-5,22,-64,0.6,-7,1,-1
COC(=O)CSc1nnc(SCc2ccccc2)s1,6,-4,-18,0,-44,29,-0.6,12,2,1
O=C(CNC(=O)c1ccc2c(c1)OCCO2)N/N=C/c1ccco1,-1,-34,-3,-1,25,-13,0.1,-48,-4,-9
Cc1cc(C)cc(-n2c(C)cc(/C=C3\C(=N)N4N=C(CC(C)C)SC4=NC3=O)c2C)c1,3,1,-11,0,2,-16,-1.0,-6,-1,-3
Cc1ccc(NC(=S)N2CCN(CCN3C(=O)c4cccc5cccc(c45)C3=O)CC2)cc1,0,0,12,4,11,-41,0.2,29,0,1
Cc1[nH]c(C)c(C(=O)/C=C/c2ccc([N+](=O)[O-])cc2)c1C,9,33,-46,-1,13,-232,-1.4,70*,4,4
NC(=O)c1ccc(NC(=O)CCCN2C(=O)c3ccccc3C2=O)cc1,-1,1,-8,0,20,23,0.0,6,-2,-4
COc1cc2c(cc1NC(=O)COC(=O)c1ccc(C(C)(C)C)cc1)oc1ccccc12,1,-5,-21,-2,5,-21,0.0,-24,3,-1
Cc1c(Cl)cccc1NC(=O)CSc1sc2c(O)cc(=O)[nH]c2c1C#N,-3,2,-10,3,10,15,-0.2,22,-2,-8
CC(=O)NCCC(=O)Nc1nc(-c2ccc3ccccc3c2)cs1,1,7,-29,nt,6,-52,2.1,25,1,-1
NS(=O)(=O)c1cccc(-n2cnnn2)c1,-1,-3,-1,-4,17,-2,0.1,-4,-3,-2

SMILES,HSP90 inh,HSF1 inhib,KLF5 inh,GSK3A inh,AI-2 QS mod,aSyn 5UTR inh,HIF activator,HSF-1 act,GSK3B inh,IEC-6 cytotox
O=C(CN1CCCc2ccccc21)NC(=O)NCc1ccccc1,2,6,-31,-2,15,1,0.0,32,-1,8
NC(=O)c1ccc[n+](Cc2ccccc2)c1,1,0,-13,-3,5,2,0.0,-8,1,-4
CCO[C@@H]1OC(C(=O)N2CCN(Cc3ccc4c(c3)OCO4)CC2)=C[C@H](c2ccc(Br)cc2)[C@H]1CCCO,4,18,-13,1,12,30,1.4,24,4,4
Cc1cccc(NC(=O)c2cccc3c2-c2ccccc2C3=O)n1,-1,-4,-2,-1,59,-36,-0.6,32,1,3
Cc1cc(C)n(C(C)CC(=O)Nc2ccc3c(c2)OCO3)n1 (stereo not drawn),-5,4,-26,0,24,-16,0.2,4,0,-6
CCC(=O)c1cn(CC(=O)NCc2cccnc2)c2ccccc12,-4,-4,-28,-4,18,-5,0.1,-6,0,2
CCSc1ncc(Cl)c(C(=O)Nc2sc3c(c2C(=O)NCc2cccnc2)CCCC3)n1,-1,-2,-16,0,15,7,nt,7,-1,-3
CCOC(=O)C1(Cc2ccccc2)CCCN(CCCn2cccn2)C1 (stereo not drawn),0,?,-11,-6,39,6,0.6,-62,1,-2
Cc1noc(C)c1CS(=O)(=O)Cc1ccc(Cl)cc1,2,-3,-9,0,16,16,-0.1,-4,0,-9
CN(C(=O)c1cccc(C#N)c1)c1nnc(-c2cnccn2)s1,-2,-3,16,0,-8,-7,0.3,-13,2,-1
CCOc1ccccc1OCCCOc1ccc(C)cc1Br,1,23,0,0,19,-49,2.0,21,0,0
CCOc1ccc(NC(=O)N2CC=C(n3c(=O)[nH]c4ccccc43)CC2)cc1,-2,-38,-11,4,20,3,-0.4,-44,1,-5
Cc1ccc(NC(=O)CC2S/C(=N/N=C/c3c[nH]c4ccccc34)NC2=O)cc1 (stereo not drawn),-4,7,31,-4,10,-19,nt,5,-5,-3
CCOc1ccccc1NS(=O)(=O)c1cc2c3c(c1)C(C)C(=O)N3CCC2 (stereo not drawn),-3,-3,-20,-2,21,12,-0.2,7,-4,-4
Cc1ccc(-n2nc3c(=O)n(CC(=O)NC4CCCCC4)nc(C)c3c2C)cc1,2,2,5,-2,20,40,-0.5,-5,1,12
Nc1c(Cl)ncnc1NCCO,-7&1,5,-21&-20,-1,10,16,0.5,25,-7,-2&-2
O=C(Nc1ccncc1)C1CCN(S(=O)(=O)c2cccs2)CC1,-1,-2,-26,-1,17,11,-0.3,-8,-1,-1
O/N=C/c1ccccc1OCc1ccc(Cl)cc1,-3,44,-73,2,15,-98,3.3,38,2,8
C=CCn1c(C)cc(C(=O)Cn2nc(C(=O)O)c3ccccc3c2=O)c1C,51*,-4,-105,0,22,-43,-0.6,-18,-1,4
O=C(Nc1ccccc1N1CCCCC1)C1CCN(C(=O)c2ccc(Cl)cc2)CC1,nt,-67*,nt,-1,-2,14,0.1,-75,-3,nt
CC(NC(=O)c1ccncc1)c1ccccc1 (stereo not drawn),-2,1,-19,-2,23,16,1.1,-4,1,-5
c1ccc(-c2nc3c4ccccc4ccn3c2CN2CCOCC2)cc1,-2,7,-5,2,11,-52,2.1,10,-1,8
Cc1cc(C(=O)Oc2cccnc2)ccc1[N+](=O)[O-],2,-1,-14,nt,20,-21,0.0,24,1,7
CCOc1cc(N2CCOCC2)c(OCC)cc1NC(=O)c1cc(-c2ccco2)nc2ccccc12,1,-77*,-12,1,16,114*,-2.5,-78,-2,2
CCOC(=O)COc1ccc(S(=O)(=O)N2CCc3ccccc3C2)cc1,1,-12,-33,-2,30,5,-0.2,-19,2,-2

SMILES,HSP90 inh,HSF1 inhib,KLF5 inh,GSK3A inh,AI-2 QS mod,aSyn 5UTR inh,HIF activator,HSF-1 act,GSK3B inh,IEC-6 cytotox
O=CN(c1ccccc1)c1ccc2ccccc2c1,-1,1,-16,-2,-5,-1,-0.4,13,1,-4
CC(C)CNc1nc(Oc2ccc(=O)n(C)n2)nc(N2CCOCC2)n1,-4,3,-2,-1,12,5,-0.5,0,0,-2
O=C(NC(=S)N1CCN(C2CCCCC2)CC1)c1ccccc1,-4,-5,-13,-5,11,5,-0.2,-7,0,-12
Cc1sc2ncnc(Sc3ccccc3C(=O)Nc3ccc(Br)cc3)c2c1C,-4,15,-16,-2,28,-86,0.4,25,-4,-5
COc1ccc(OC)c(Nc2nc(N)c([N+](=O)[O-])c(NC3CCCCC3)n2)c1,-2,0,-6,2,9,27,0.0,-2,3,-1
COc1ccccc1CN1CC(C(=O)NCCC2=CCCCC2)CCC1=O (stereo not drawn),-4,12,-30,-1,22,-13,0.0,29,3,-2
